beta cell repl: induces beta-cell replication in MIN6 cells | proliferation, % at 10 µM | 0.29% of 330,000 active | AID 2380 | MIN6 cells proliferation, ATPlite luminescence, 48 h; cells starved in 0.2% serum; 100% = growth in 10% serum;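 active means compounds whose signal lies at least 3.5 SD above the mean of all wells on their plate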;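 further: 0% = DMSO-treated cells in low-serum medium and 100% = 10% serum control; some compounds called inactive have numbers as strong as hits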
SENP1 FRET inh: inhibitors of human SENP1 SUMO protease catalytic domain; recombinant SENP1 catalytic domain, CyPet-SUMO1-YPet FRET cleavage; AID 624204; inhibition, % at 10 µM; Q9P0U3; 0.21% of 360,000 active;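 active means inhibition at least 30% at 10 µM, raw YFP signal under a set limit, fluorescence ratio 0.5 to 1.5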;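 further: 0% = enzyme with DMSO and 100% = no enzyme wells; some results filed as inactive read as strong as hits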
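System: Recombinant human SENP1 catalytic domain, His6-tagged | Incubation: Enzyme reaction for 50 min at room temperature, dark | Medium: Tris pH 8 with BME, BSA, NP40 and catalase | Also added: 25 nM SUMO1 FRET substrate | Compound: 10 µM single point, 0.5% DMSO | Measured by: FRET fluorescence in CFP and YFP emission channels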
SENP8 block-1: SENP8 (human) protease inhibition; Q96LD8; recombinant SENP8, Nedd8 substrate fluorescence; inhibition, % at 20 µM; 0.64% of 360,000 active; AID 602440; in the data active means inhibition mostly above about 40%, no sharp cut-off; inactive means mostly below about 27%
PfGluPho inh: PfG6PD (Plasmodium falciparum) enzyme inhibition. PfGluPho enzyme, NADPH resazurin-diaphorase fluorescence. inhibition, % at 20 µM. 0.78% of 350,000 active. AID 504690;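 active means inhibition reaching at least a set limit at 20 µM in the primary screen, cut at about 59% in these data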;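 further: 0% = DMSO wells with substrate and 100% = DMSO wells lacking glucose-6-phosphate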
SENP8 block-2: blocks the human protease SENP8 | Q96LD8 | purified SENP8, Z-RLRGG-aminoluciferin cleavage, luminescence | inhibition, % at 10 µM | 1.2% of 330,000 active | AID 2540; in the data active means inhibition above about 50%
HKDC1 inh: inhibitors of human hexokinase HKDC1; 0.16% of 340,000 active; inhibition, % at 20 µM; Q2TB90; recombinant HKDC1, G6PDH/diaphorase resazurin coupled fluorescence; AID 493160;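 active means inhibition above about 35% when tested at 20 µM, limit read from the data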;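 further: plate controls were DMSO wells with enzyme for no effect and DMSO wells lacking enzyme for full effect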
Target sequence (Q2TB90 whole entry, looked up): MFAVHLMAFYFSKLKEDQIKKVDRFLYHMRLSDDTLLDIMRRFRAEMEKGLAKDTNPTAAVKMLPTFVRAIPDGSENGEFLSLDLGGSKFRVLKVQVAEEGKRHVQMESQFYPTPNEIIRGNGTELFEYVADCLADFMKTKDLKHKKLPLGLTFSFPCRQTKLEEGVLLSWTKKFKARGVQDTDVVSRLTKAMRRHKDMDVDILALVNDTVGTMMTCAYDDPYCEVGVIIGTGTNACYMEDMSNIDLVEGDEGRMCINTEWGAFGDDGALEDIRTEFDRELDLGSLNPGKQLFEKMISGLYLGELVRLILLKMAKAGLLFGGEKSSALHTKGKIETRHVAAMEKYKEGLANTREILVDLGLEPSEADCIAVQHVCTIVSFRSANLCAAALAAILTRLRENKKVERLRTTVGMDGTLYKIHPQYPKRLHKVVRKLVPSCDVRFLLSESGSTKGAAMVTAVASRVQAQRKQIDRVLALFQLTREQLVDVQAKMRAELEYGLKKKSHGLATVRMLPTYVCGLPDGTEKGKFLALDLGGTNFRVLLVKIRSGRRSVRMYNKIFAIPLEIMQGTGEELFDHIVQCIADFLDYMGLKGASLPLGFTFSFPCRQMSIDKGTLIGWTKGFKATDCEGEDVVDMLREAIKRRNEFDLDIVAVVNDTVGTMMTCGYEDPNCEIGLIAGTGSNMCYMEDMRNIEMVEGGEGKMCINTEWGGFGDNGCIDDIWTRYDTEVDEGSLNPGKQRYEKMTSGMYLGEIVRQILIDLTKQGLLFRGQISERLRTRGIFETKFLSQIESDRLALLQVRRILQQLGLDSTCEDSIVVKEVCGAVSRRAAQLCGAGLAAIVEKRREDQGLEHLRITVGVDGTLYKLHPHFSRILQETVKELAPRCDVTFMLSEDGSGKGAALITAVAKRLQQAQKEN
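Test system: recombinant HKDC1 (HK5) hexokinase enzyme, produced in-house; Amount: enzyme 5 µg/mL final; Buffer or medium: Tris pH 8.0 buffer with MgCl2, Tween-20, BSA, BME; Reagent: glucose and ATP substrates; Doses: 20 µM test compound, 1% DMSO; Incubation: 90 min reaction incubation at room temperature, dark; Detection: resorufin fluorescence at 613 nm.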
SENP7 block: inhibitors of human SENP7 protease; recombinant SENP7, Z-RLRGG-aminoluciferin luminescence, 40 min; inhibition, % at 5 µM; 1.5% of 330,000 active; AID 434973;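 active means inhibition above about 50% at the single test dose, limit read from the data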;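 further: plate controls were DMSO with enzyme for no effect and no enzyme buffer wells for full effect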
SENP6 inh: inhibitors of human SENP6 protease. Q9GZR1. Recombinant SENP6 catalytic domain, aminoluciferin luminescence. inhibition, % at 10 µM. 1.8% of 330,000 active. AID 2599;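 active means inhibition above about 50% at the single tested dose, limit read from the data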;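 further: plate controls were DMSO wells with enzyme for no effect and DMSO wells lacking enzyme for full effect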
UBC13 polyUb: human UBC13 polyubiquitination inhibition; P61088; UBC13 polyubiquitin chain formation, TR-FRET; inhibition, % at 20 µM; 0.47% of 330,000 active; in the data active means inhibition above about 45%, passing the limit was not always enough
Target sequence (P61088 whole entry, looked up): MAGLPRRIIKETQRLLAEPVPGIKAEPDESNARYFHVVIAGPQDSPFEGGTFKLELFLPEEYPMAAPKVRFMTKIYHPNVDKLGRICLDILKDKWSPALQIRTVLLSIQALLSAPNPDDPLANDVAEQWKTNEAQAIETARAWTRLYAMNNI
The depositor's hits bear a star; · = no result given.

Start of the data: the first 2 compounds as a preview:
SMILES	beta cell repl	SENP1 FRET inh	SENP8 block-1	PfGluPho inh	SENP8 block-2	HKDC1 inh	SENP7 block	SENP6 inh	UBC13 polyUb
N=c1c2c(-c3ccccc3)c(-c3ccccc3)oc2ncn1Cc1ccco1	-6	-12	-152	17	-2	6	-10	1	-2
CCN(CC(=O)Nc1ccc2c(c1)OCCO2)C(=O)COc1cc(C)ccc1Cl	-5	0	19	-7	7	-3	5	-3	10

The whole of this part, repeating the preview:
SMILES	beta cell repl	SENP1 FRET inh	SENP8 block-1	PfGluPho inh	SENP8 block-2	HKDC1 inh	SENP7 block	SENP6 inh	UBC13 polyUb
N=c1c2c(-c3ccccc3)c(-c3ccccc3)oc2ncn1Cc1ccco1	-6	-12	-152	17	-2	6	-10	1	-2
CCN(CC(=O)Nc1ccc2c(c1)OCCO2)C(=O)COc1cc(C)ccc1Cl	-5	0	19	-7	7	-3	5	-3	10
CCOC(=O)c1[nH]c2ccc(OC)cc2c1NC(=O)CCN1CCCC(C)C1 (stereo not drawn)	-2	-2	-427	28	-3	6	-1	-6	2
Clc1ccc(C2=NNC(=NCC3CCCO3)SC2)cc1 (stereo not drawn)	-4	0	1	34	-4	-10	2	-4	2
Cc1cccc(C(=O)NCC(=O)NCCCSc2ccccc2)c1	1	1	1	18	-3	0	-4	12	0
O=C(CSc1nc(-c2ccccc2Cl)ns1)c1ccc(Cl)cc1	-2	2	9	-2	-4	0	3	5	6
Cn1c(SCc2c(Cl)cccc2Cl)nc(C(F)(F)F)cc1=O	-6	1	4	-2	0	-2	-5	-6	3
CCOC(=O)N1CCN(C(=O)COC(=O)c2ccc(S(=O)(=O)N(CC)CC)cc2)CC1	-4	1	-5	-1	-13	-3	5	2	-2
CCCCOC(=O)CCc1nc2ccccc2[nH]c1=O	0	-1	-70	-8	3	-1	-7	-4	34
Cc1ccc(/C=N/NC(=O)CCn2nc(C)cc2C)c(C)c1	-1	4	2	-2	-1	1	-2	15	2
CCCCNC(=O)CCn1nc(-c2ccc(C)cc2)c2ccccc2c1=O	0	-2	10	2	5	-2	3	8	4
COc1ccc(OCCNC(=O)c2cc(C3CC3)nc3c2cnn3C(C)C)cc1	-3	2	-74	5	-2	7	9	-9	6
O=C(CSc1nc(O)c(Cc2ccccc2)c(=O)[nH]1)c1ccccc1	-3	4	29	-2	1	-7	4	-14	21
O=C(c1ccc(CS(=O)c2cccc(Cl)c2)o1)N1CCN(C2CCCCC2)CC1 (stereo not drawn)	2	1	6	8	-5	-3	1	3	3
Cc1ccc(SCCNC(=O)/C=C/c2ccc([N+](=O)[O-])cc2)cc1	-4	3	16	11	-7	-2	-7	-42	1
CC(C)Cc1cc(C(=O)Nc2ccc(F)cc2F)no1	-2	2	23	6	45	2	56*	64*	-12
COc1ccccc1C(=O)NCCSCc1ccccc1Cl	4	2	7	8	-8	-4	11	0	-2
CCN1CCN(CCCNC(=O)CS(=O)(=O)Cc2nc(-c3cccc(OC)c3)oc2C)CC1	2	0	5	-11	5	1	4	7	-1
NC(=O)c1cc(Cl)ccc1OCC(=O)Nc1ccc2c(c1)OCO2	-5	-3	-25	14	-4	1	5	3	-4
CCc1ccccc1N(C)C(=O)CCc1nc(-c2ccc(C)cc2)no1	-1	2	38	-6	-9	0	-5	-10	3
Cc1ccccc1N=Cc1cc2c(cc1O)OC(N)=C(C#N)C2c1ccccc1 (stereo not drawn)	-6	-30	-93	-5	10	1	9	12	-6
Cc1ccc(NC(=O)[C@@H]2CCCN2S(=O)(=O)c2ccc(Cl)cc2)cc1	-1	2	4	7	3	-8	-3	0	12
Cc1cc(Br)ccc1N=C1C(=O)Nc2ccccc21	-1	0	10	23	6	6	2	2	-11
O=C(COC(=O)c1ccc(C(F)(F)F)cc1)Nc1cccc(S(=O)(=O)N2CCCCC2)c1	-2	0	-10	22	-8	2	0	-9	5
O=C(NCC1CC1)C1(C(F)(F)F)CC(CCCO)CCCO1 (stereo not drawn)	-1	-1	21	-5	1	-3	-6	0	-2
(continued)
SMILES	beta cell repl	SENP1 FRET inh	SENP8 block-1	PfGluPho inh	SENP8 block-2	HKDC1 inh	SENP7 block	SENP6 inh	UBC13 polyUb
O=S1(=O)[C@H]2CC3O[C@]2(C[C@@H]3c2ccc(F)cc2)CN1Cc1ccc(Cl)cc1	-6	0	16	13	-4	-2	-2	14	2
O=C(c1ccncc1)N1CCCC(N2CCN(c3cccc(C(F)(F)F)c3)CC2)C1 (stereo not drawn)	-3	1	10	-14	1	5	0	-6	0
COc1ccc(OCC(=O)N/N=C2\CCCc3ccccc32)cc1	0	1	8	5	-2	-7	8	-3	12
CC(C)c1nnc(NC(=O)c2ccc3c(c2)OCO3)s1	-1	1	-3	73*	18	4	24	29	1
O=C(O)CCC(=O)NC(c1ccccc1)c1ccccc1	-4	2	13	-14	-1	9	-1	1	-12
C#CCSc1nc(-c2ccccc2)cc(C(F)(F)F)c1C#N	-5	18	-139	4	-11	-1	-7	-21	3
CCCc1nc2ccccc2c(=O)n1/N=C/c1ccc(O)c(O)c1	-3	3	-1	-37	-43	-4	-2	-27	9
O=C(CCc1ccc(S(=O)(=O)N2CCOCC2)cc1)NCCCN1CCCC1=O	-1	0	2	-7	10	-3	5	2	1
CCOc1ccc(NC(=O)C2CCC(N3C(=O)C4CC=CCC4C3=O)CC2)cc1 (stereo not drawn)	-1	1	11	-20	-7	-9	-9	-13	4
Cc1onc(-c2ccccc2)c1C(=O)NNC(=O)c1ccccc1	-4	1	-12	-12	0	3	7	-4	2
Cn1c(-c2ccc3c(c2)OCO3)cnc1NCc1cccc(O)c1	2	0	-217	-6	2	14	1	5	6
CCCNC(=O)COC(=O)/C=C/c1ccc2c(c1)OCO2	0	0	-273	22	2	6	4	-7	0
CN(C)CCNC(=S)Nc1ccc(-c2nc3ccccc3[nH]2)cc1	-4	-1	-73	2	-11	-2	-5	-5	-10
CCN(CC)S(=O)(=O)c1cccc(NC(=O)COC(=O)CNC(=O)c2cccc(F)c2)c1	-5	3	38	-19	5	-5	2	1	-5
CCOc1ccc(CCNC(=O)c2ccc(C)c(NC3=NC4CS(=O)(=O)CC4S3)c2)cc1 (stereo not drawn)	1	1	9	-2	-5	-1	-14	7	1
NS(=O)(=O)c1ccc(N2C(=O)C3CC=CCC3C2=O)cc1 (stereo not drawn)	5	2	2	-19	-2	-6	-4	2	0
COC(=O)c1sc(S(=O)(=O)N2CCC(C(N)=O)CC2)c(C(=O)OC)c1C	0	2	17	13	-2	1	1	5	2
COc1cc2c(cc1NC(=O)c1ccccc1F)CCCC2	0	3	16	-2	-7	5	-7	-9	10
O=C(O)C1(Cc2nc3ccccc3[nH]2)CCCC1	0	-1	11	-28	9	-2	4	-2	-2
NC(=O)c1c(NC(=O)c2ccccc2F)sc2c1CCCC2	-3	-2	-160	41	19	6	20	56*	3
Cc1cc2c(c(Sc3ccccc3)n1)C(=O)OC2	-2	0	10	-10	1	0	3	-2	10
O=C(NCc1ccco1)c1c[nH]c2ccc(S(=O)(=O)N3CCOCC3)cc2c1=O	·	1	-183	-9	·	-3	·	·	·
CCS(=O)(=O)c1nc(S(=O)(=O)c2ccc(C)cc2)c(N2CCN(C)CC2)s1	3	1	10	19	8	-7	2	-17	-3
Cc1ccc(NC(=O)COC(=O)c2ccc(CN3CCCC3=O)cc2)c(Cl)c1	-2	-2	-16	17	-7	1	7	-26	3
CCOC(=O)CSc1ccc2nnc(CCNS(=O)(=O)c3ccccc3)n2n1	0	2	-26	-9	6	-7	6	-1	6

Whole records as entered above.
COc1ccc(OCC(=O)N/N=C2\CCCc3ccccc32)cc1 is listed with beta cell repl = 0; SENP1 FRET inh = 1; SENP8 block-1 = 8; PfGluPho inh = 5; SENP8 block-2 = -2; HKDC1 inh = -7; SENP7 block = 8; SENP6 inh = -3; UBC13 polyUb = 12
O=C(O)CCC(=O)NC(c1ccccc1)c1ccccc1 is listed with beta cell repl = -4; SENP1 FRET inh = 2; SENP8 block-1 = 13; PfGluPho inh = -14; SENP8 block-2 = -1; HKDC1 inh = 9; SENP7 block = -1; SENP6 inh = 1; UBC13 polyUb = -12

Additional records follow:
SMILES	beta cell repl	SENP1 FRET inh	SENP8 block-1	PfGluPho inh	SENP8 block-2	HKDC1 inh	SENP7 block	SENP6 inh	UBC13 polyUb
CSc1nnc(NC(=O)CCc2ccccc2)s1	2	2	11	3	-7	-4	-8	-4	5
CS(=O)(=O)N1CCN(c2ccc([N+](=O)[O-])c(N3CCOCC3)c2)CC1	-2	1	21	8	-12	5	-8	-13	-28
COc1ccc(OCC(O)Cn2c(Nc3ccccc3)nc3c2c(=O)n(C)c(=O)n3C)cc1 (stereo not drawn)	0	4	25	1	-10	4	-7	-10	-4
CS(=O)(=O)N(Cc1ccc(Cl)cc1)c1ccc(C(=O)N/N=C/c2cc3ccccc3nc2Cl)cc1	0	-1	6	-8	3	-7	6	3	-2
O=C(Nc1csc([N+](=O)[O-])c1)Nc1c(Cl)cccc1Cl	-1	1	38	23	-1	-1	2	11	-1
CCOC(=O)c1ccc(NC(=O)N2CCCCCC2)cc1	-2	2	12	10	3	-5	-5	-5	-7
COc1ccccc1NC(=O)c1ccccc1N(Cc1ccccc1)S(C)(=O)=O	-2	0	2	-10	6	6	-9	11	4
CCCN(C(=O)c1cn(C)c(=O)c2ccccc12)c1ccccc1C	-1	1	-2	1	0	-5	-8	-4	-6
CC1=CC(=O)C=CC1(C)C(Cl)Cl (stereo not drawn)	1	1	20	-5	-7	-10	15	-16	-8
CC1CCC2(CC1)NC(=O)N(CC(=O)NC1CCCCC1C)C2=O (stereo not drawn)	-3	-1	7	-13	-3	-10	-2	-7	-12
COc1cc(C(=O)Nc2nc(OC)c(-c3ccccc3)c(OC)n2)cc(OC)c1OC	0	-2	-5	10	10	15	1	15	-7
COc1ccc(C)c(-n2c(N)cc(=O)n(Cc3ccccc3)c2=O)c1	-1	-3	-4	8	0	-3	0	2	6
O=C(NCc1ccco1)C1CCCCN1S(=O)(=O)c1ccc(F)cc1 (stereo not drawn)	-2	-5	7	-2	-14	-4	-2	-7	-10
C=CCn1c(SCC(=O)Nc2cc(C)on2)nc2sc(C)c(C)c2c1=O	0	2	5	1	8	-2	5	-9	-4
O=C(COC(=O)C12CC3CC(CC(O)(C3)C1)C2)Nc1ccc(Cl)cc1F	-3	3	19	15	-4	-4	0	13	8
C[C@@H](O)C1NC(=O)[C@H](CCCCN)NC(=O)c2cc([N+](=O)[O-])cc(I)c2NCCC[C@@H](C(N)=O)NC1=O (stereo partly drawn)	0	0	16	33	-15	6	-13	-7	-6
Cc1ccc(C(=O)/C=C/Nc2ccccc2C(N)=O)o1	-2	-61	-312	13	-15	-3	10	7	8
CCOC(=O)c1nc(C)sc1-c1ccnn1S(=O)(=O)c1ccccc1C(F)(F)F	4	1	27	3	-4	-3	0	-9	7
CCC(=O)NC(=S)Nc1ccc(NC(=O)c2ccc(Br)o2)cc1	-2	1	11	44	-1	-7	-1	-3	8
NNc1ccc(Cc2ccc(Cl)cc2Cl)nn1	-2	-1	36	0	1	-12	-6	1	2
C#Cc1ccc([C@H]2C=C(C(=O)NCc3ccccc3)O[C@@H](OCC)[C@@H]2CCCO)cc1	-5	0	-6	-3	-13	2	-17	-16	4
COCCNC(=O)c1ccc(N2CCCCC2)c(NS(=O)(=O)c2ccc(C)cc2)c1	6	0	11	1	4	-7	7	-5	2
COc1ccc(CN(C)C(C)C(=O)Nc2ccc([N+](=O)[O-])cc2Cl)cc1OC (stereo not drawn)	0	2	22	1	-5	11	-5	-1	7
N=c1sccn1CC(=O)Nc1cc(S(=O)(=O)N2CCCCC2)ccc1Cl	-2	0	25	6	-3	-8	-1	-3	11
